Screens from PubChem BioAssay.
OX1R antag-1: antagonists of human orexin 1 receptor (OX1R) | OX1R-expressing cells, FRET antagonist read-out | AID 485270, 2010 | inhibition, % at 6.6 µM | 1.8% of 330,000 active; in the data active means inhibition mostly above about 38%, no sharp cut-off; inactive means mostly below about 40%;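 further: 0% = agonist challenge alone and 100% = reference antagonist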
Target sequence (O43613 whole entry, looked up): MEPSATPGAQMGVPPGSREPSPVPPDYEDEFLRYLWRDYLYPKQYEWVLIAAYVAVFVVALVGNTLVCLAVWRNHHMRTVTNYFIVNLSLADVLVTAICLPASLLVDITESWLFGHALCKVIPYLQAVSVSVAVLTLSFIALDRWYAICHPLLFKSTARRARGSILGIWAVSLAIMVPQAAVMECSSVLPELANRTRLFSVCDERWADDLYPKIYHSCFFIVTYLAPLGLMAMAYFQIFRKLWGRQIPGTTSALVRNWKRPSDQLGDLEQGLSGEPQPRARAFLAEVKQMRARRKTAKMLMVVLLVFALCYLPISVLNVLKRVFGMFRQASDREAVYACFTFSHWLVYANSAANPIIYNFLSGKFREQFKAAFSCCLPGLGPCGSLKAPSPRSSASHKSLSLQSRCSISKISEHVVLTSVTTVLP
OX1R antag-2: OX1R (HCRTR1) antagonists, primary screen, fluorescence, CHO/OX1R cells, Fluo-8 calcium, orexin A; Orexin/Hypocretin receptor type 1 (Homo sapiens), O43613; inhibition, % at 5 µM; AID 434989, 2010; 0.43% of 330,000 active; Fluo-8 calcium fluorescence;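 active means inhibition above its plate's threshold, mean inhibition of all tested compounds on the plate plus 3 SD, cut at about 37% in these data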;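 further: 0% = orexin A challenge wells and 100% = SB-334867-A antagonist wells; not every result past the cut was called active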
STK33 inh: inhibitors of purified STK33 kinase, primary screen, biochemical, ADP-Glo luminescence, homogeneous, cell-free; inhibition, % at 10 µM; 0.073% of 320,000 active; MBP phosphorylation;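 active means inhibition at or above 25%, using the most active replicate where run in duplicate; inactive means inhibition below 25%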
Target sequence (Q9BYT3 whole entry, looked up): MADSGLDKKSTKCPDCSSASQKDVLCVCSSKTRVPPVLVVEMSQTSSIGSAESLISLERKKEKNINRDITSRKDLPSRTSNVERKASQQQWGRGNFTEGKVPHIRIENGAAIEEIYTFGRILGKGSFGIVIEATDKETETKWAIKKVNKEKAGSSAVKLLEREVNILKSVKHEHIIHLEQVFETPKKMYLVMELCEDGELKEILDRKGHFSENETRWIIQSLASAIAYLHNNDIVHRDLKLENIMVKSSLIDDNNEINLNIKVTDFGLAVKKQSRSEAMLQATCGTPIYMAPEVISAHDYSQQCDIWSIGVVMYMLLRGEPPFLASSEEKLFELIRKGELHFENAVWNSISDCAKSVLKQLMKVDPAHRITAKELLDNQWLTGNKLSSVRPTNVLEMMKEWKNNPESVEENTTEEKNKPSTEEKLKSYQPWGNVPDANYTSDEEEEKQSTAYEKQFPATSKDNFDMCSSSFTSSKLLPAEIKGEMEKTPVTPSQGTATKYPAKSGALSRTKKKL
* = called active by the depositor; / = no result given.

SMILES	OX1R antag-1	OX1R antag-2	STK33 inh
COc1cc(/C=C/C(=O)OCC(=O)NCC2CCCO2)ccc1OCC#N (stereo not given)	13	-5	-1.5
Cc1cc(N)n(-c2ccc(C(=O)O)cc2)n1	8	-21	2.3
COc1ccc(S(=O)(=O)Nc2cc3c4c(c2)CC(=O)N4CCC3)cc1	14	-23	0.1
CN1C(C(=O)NCc2ccco2)CC2Cn3c(nc4cc(Cl)c(Cl)cc43)C21 (stereo not given)	13	-10	-0.7
CCOc1ccc(NC(=O)c2ccc(NC(=O)c3cn4c5c(c(N6CCN(C)CC6)c(F)cc5c3=O)OCC4C)cc2)cc1 (stereo not given)	0	0	-0.5
COc1ccccc1N1CCN(CCCNC(=O)Cn2ncc3c([nH]c4ccccc43)c2=O)CC1	14	-35	-0.7
CCCNC(=O)c1nn2cc(Br)cnc2c1Cl	37	-13	-1.0
CCNC(=O)c1ccc(OCC(=O)Nc2ccc(F)cc2)c(OC)c1	29	-12	/
CNC(=O)c1csc(-c2ccccc2)n1	17	-21	-1.6
CCOC(=O)c1nnn(-c2ccc([N+](=O)[O-])cc2)c1C	111*	-7	-1.1
COCC(=O)NC1CCN(CC(=O)Nc2ccc(OC)cc2[N+](=O)[O-])CC1	41*	-21	-1.6
COc1ccc(NC(=O)CCn2ccnc2)c(OC)c1	2	2	-0.5
CN(C)CCCNC(=O)N1c2ccccc2Sc2ccccc21	18	-1	-3.0
CCCCn1c(=O)c(C(=O)OCC)c(O)c2ccccc21	16	8	0.9
CC(C)c1nn2c(=O)cc(CSc3ccccc3NC(=O)c3ccccc3F)nc2s1	31	-29	-0.7
CCc1nnc(NC(=O)CN2CCN(CC)CC2)s1	9	-2	-2.6
O=C(NC1CCCCC1)NC1CC2CCCC(C1)N2C1CCCC1 (stereo not given)	11	-22	0.4
CC[C@@H](C)[C@H](NC(=O)CCc1c(C)c2cc3c4c(oc3c(C)c2oc1=O)CCCC4)C(=O)O	4	-19	-1.0
COC(=O)c1cn(C(=O)OC)c2ccccc12	16	-6	-1.4
Cc1nn(C(=O)c2cccnc2)c(C)c1C	13	-13	-0.4
CN(C)CCOc1ccccc1C(C)(C)C	4	-18	-1.1
Cc1nnc(NC(=O)Nc2cccc(Cl)c2)s1	35	-11	-1.9
O=C(Nc1cc(Cl)ccc1N1CCCC1)C1=COCCO1	8	-14	6.9
Cc1ccccc1Nc1nc(Cl)c(C=O)s1	23	-8	-1.2

Rewritten with two lines to a compound: entries from further up
Results follow in this order: OX1R antag-1, OX1R antag-2, STK33 inh
COc1ccc(NC(=O)CCn2ccnc2)c(OC)c1
 : 2, 2, -0.5
CN(C)CCCNC(=O)N1c2ccccc2Sc2ccccc21
 : 18, -1, -3.0
CCCCn1c(=O)c(C(=O)OCC)c(O)c2ccccc21
 : 16, 8, 0.9
CC(C)c1nn2c(=O)cc(CSc3ccccc3NC(=O)c3ccccc3F)nc2s1
 : 31, -29, -0.7
CCc1nnc(NC(=O)CN2CCN(CC)CC2)s1
 : 9, -2, -2.6
O=C(NC1CCCCC1)NC1CC2CCCC(C1)N2C1CCCC1 (stereo not given)
 : 11, -22, 0.4
CC[C@@H](C)[C@H](NC(=O)CCc1c(C)c2cc3c4c(oc3c(C)c2oc1=O)CCCC4)C(=O)O
 : 4, -19, -1.0
COC(=O)c1cn(C(=O)OC)c2ccccc12
 : 16, -6, -1.4
Cc1nn(C(=O)c2cccnc2)c(C)c1C
 : 13, -13, -0.4
CN(C)CCOc1ccccc1C(C)(C)C
 : 4, -18, -1.1
Cc1nnc(NC(=O)Nc2cccc(Cl)c2)s1
 : 35, -11, -1.9
O=C(Nc1cc(Cl)ccc1N1CCCC1)C1=COCCO1
 : 8, -14, 6.9
Cc1ccccc1Nc1nc(Cl)c(C=O)s1
 : 23, -8, -1.2

Following part:
SMILES	OX1R antag-1	OX1R antag-2	STK33 inh
Cc1ccc(C(=O)COC(=O)CCCC(=O)NC2CCCCC2)cc1[N+](=O)[O-]	31	-28	-0.8
COc1ccc(-n2c(Cc3cc(=O)[nH]c(=O)[nH]3)nnc2SCc2ccccc2)cc1	11	-7	-1.3
COc1ccc(CNC(=O)CSCc2cnn(-c3ccccc3)c2-n2cccc2)cc1	18	-21	-0.6
COc1ccc(CNC(=O)CC(C)CC2=NS(=O)(=O)c3ccccc3N2)cc1 (stereo not given)	12	-1	-0.4
CC(C)(C)C(=O)O/N=C1/C(=O)N(c2ccccc2)c2ccccc21	1	-9	-0.1
O=C1/C(=C/c2ccc([N+](=O)[O-])cc2)C=C(c2ccccc2)N1c1ccccc1	22	1	-0.1
CC1(C)c2[nH]c3ccccc3c2C[C@H]2C(=O)N(CCCO)CC(=O)N21	-1	2	-1.2
O=C(Cn1cnc2cc([N+](=O)[O-])ccc2c1=O)NCc1ccccc1	95*	-15	-1.4
O=C(CCNC(=O)c1ccc(Br)cc1)NCc1ccco1	8	-3	-0.1
Cc1nc([N+](=O)[O-])cn1-c1ccc(N)cc1	35	-6	7.5
Cc1ccc(Cn2c(=N)c(C(=O)NCC3CCCO3)cc3c(=O)n4ccccc4nc32)cc1 (stereo not given)	56*	-11	-1.5
CC(C)(C)c1ccc(/C=N/N2C(=O)CSC2=S)cc1	8	-3	-0.2
Cc1ccc(C)n1NC(=O)c1ccccc1Cl	6	-13	1.0
COc1ccc(Cn2nnc(C(=O)Nc3ccc4c(c3)OCCO4)c2N)cc1Br	4	11	-0.9
CCN1C(=O)[C@@H]2[C@@H](c3ccc(-c4ccc(F)cc4)c(OC)c3)N3CCCC[C@@]3(C(=O)OC)[C@@H]2C1=O	82*	-6	0.2
CCCC(=O)n1nc(-c2ccco2)nc1N	4	-3	0.5
O=C(O)C1CCCN1c1nc(-c2ccc(Cl)c(Cl)c2)cc(C(F)(F)F)n1 (stereo not given)	6	13	-3.2
C/C(=C\C(=O)c1ccc(Br)cc1)NCc1ccc(C)cc1	19	-19	2.9
C=CCn1c(N)c(C(=O)NCC2CCCO2)c2nc3ccccc3nc21 (stereo not given)	39	-9	-1.5
O=[N+]([O-])c1ccc(S(=O)(=O)NCC(c2cccnc2)N2CCOCC2)cc1 (stereo not given)	38	-11	-0.3
CC(C)(C)NC(=O)C(c1ccc(F)cc1)N(Cc1ccco1)C(=O)CCC(=O)Nc1nccs1 (stereo not given)	16	-34	-0.6
CCCC(=O)Nc1cccc(S(=O)(=O)N(C)c2ccccc2)c1	28	-10	1.0
COc1ccc(CNC(=O)c2csc(Cc3ccc(OC)cc3)n2)cc1	17	-34	-0.8
C=CCOC(=O)C1=C(C)Nc2ncnn2C1c1cccs1 (stereo not given)	18	-6	-0.1
C=CCn1c(SCC(=O)Nc2ccc3c(c2)OCCO3)nc2cc(C(=O)O)ccc2c1=O	-1	10	0.2
CN(C)c1ccc(P(=O)(OCc2ccccc2)C(O)c2cccnc2)cc1 (stereo not given)	5	-1	-1.5
CC(=O)c1ccc(N2C(=O)CC(N3CCN(S(=O)(=O)c4cc(C)ccc4C)CC3)C2=O)cc1 (stereo not given)	7	-5	-1.6
Cc1sc(NC(=O)c2ccco2)c(C(c2ccncc2)N2CCOCC2)c1C (stereo not given)	8	-25	0.3
COc1ccc(NC(=O)C(NC(=O)CNC(C)=O)c2ccc(C)cc2)cc1 (stereo not given)	8	5	0.6
CCc1noc(C)c1C(=O)N(CCCOC)c1c(N)n(Cc2ccccc2)c(=O)[nH]c1=O	26	-21	-0.2
COc1ccc(NC(=O)C2CC(=O)N(c3cccc(C)c3C)C2)cc1 (stereo not given)	9	-23	0.6
CC(/C=N/Nc1ccc2nncn2n1)=C\c1ccccc1	6	-1	-0.6
CC(OC(=O)COc1ccc(C#N)cc1)C(=O)c1ccccc1 (stereo not given)	3	1	-1.2
CC(=O)Nc1ccc(NC(=O)c2ccc(NS(=O)(=O)c3cc(C(C)(C)C)ccc3C)cc2)cc1	6	3	-1.2
COc1ccc(S(=O)(=O)Nc2ccc(S(=O)(=O)NCC3CCCO3)cc2)cc1 (stereo not given)	13	-5	-1.2
O=C1c2ccccc2C(=O)N1CCc1csc(-c2cccc(Cl)c2)n1	40	-29	-2.5
CCOc1ccc(-c2noc(CCCC(=O)NC3CCCCC3)n2)cc1OC	17	-21	-0.8
NC(=O)[C@@H]1CCCNc2c(F)cc([N+](=O)[O-])cc2C(=O)N[C@@H](CCC(=O)O)C(=O)N[C@@H](CO)C(=O)N1	60*	6	-0.9
COc1ccc(NC(=O)C(=O)c2cn(CC(=O)N3CCOCC3)c3ccccc23)cc1OC	6	-13	0.1
COc1ccc(CC2NCCC3=CC(=O)CCC32)cc1O (stereo not given)	19	3	-0.7
CCn1c(SCC(=O)c2cc(C)ccc2C)nc2cc(S(=O)(=O)N3CCOCC3)ccc21	19	-20	-2.5
CCCc1cc(=O)oc2cc(C)cc(OCC(=O)N3CCC(C(=O)O)CC3)c12	5	10	-1.4
COc1ccc(NC(=O)C2CCCN2S(=O)(=O)c2ccc(Cl)cc2)cc1 (stereo not given)	33	-6	-0.9
Cc1nc2ccccn2c1C(=O)NNC(=S)Nc1ccccc1	-2	-18	-1.5
O=C(CSc1nnc(CCCOc2ccc(Cl)cc2Cl)o1)Nc1ccc(C(=O)O)cc1	12	5	-0.6
CC(C(=O)Nc1cccnc1)n1cc([N+](=O)[O-])cn1 (stereo not given)	20	-6	0.7
O=C(CN1C(=O)COc2ccccc21)N1CCN(c2ccccc2F)CC1	-8	-12	-0.7
BrC(/C=N/N1CCN(Cc2ccccc2)CC1)=C/c1ccccc1	7	-12	-1.5
CCN(CC)S(=O)(=O)c1ccccc1/C=N\O	35	-8	1.6
CCCCOc1ccc(CN2CCC(O)CC2)cc1	-1	-12	-0.8
COCCn1c(=O)[nH]c2cc(C(=O)NCC3CCCO3)ccc2c1=O (stereo not given)	14	-3	-1.3
COc1ccc(Br)cc1S(=O)(=O)n1c([N+](=O)[O-])cnc1C	4	-12	-0.3
COC(=O)c1ccc(COc2ncnc3sccc23)cc1	31	-12	-2.5
Cc1ccc(N=Nc2c(C)[nH]n(-c3ccccc3)c2=O)cc1	20	-15	-0.3
Cc1onc(-c2c(F)cccc2Cl)c1C(=O)Nc1nnc(C2CC2)s1	29	-25	-0.8
Cc1ccc(C)c(NC(=O)C(c2ccccc2)N2CCOCC2)c1 (stereo not given)	22	-19	-0.7
CC(C)NS(=O)(=O)c1ccc(OCC(=O)N2CCN(c3ccccc3)CC2)cc1	21	-28	0.3
Cc1cccc(Cl)c1NC(=O)N1CCCN(c2ncccc2[N+](=O)[O-])CC1	11	-20	-0.7
CCOC(=O)CSc1n[nH]c(-c2ccco2)n1	9	-5	-1.7
CCCN1C2CCCC1CC(NC(=O)c1ccc(OC)cc1)C2 (stereo not given)	6	-16	-1.3

Further entries follow:
SMILES	OX1R antag-1	OX1R antag-2	STK33 inh
Cc1ccc(/C=N/NC(=O)CSc2nnc(-c3ccccc3)n2-c2ccc(Cl)cc2)o1	18	-38	0.3
O=C(NCc1ccccc1Cl)C1CCCN(S(=O)(=O)c2cnc[nH]2)C1 (stereo not given)	10	-17	-0.9
Cn1ccnc1CC(O)(c1ccccc1)c1ccccc1	15	-6	-0.1
COc1cc(NS(=O)(=O)c2ccc(NC(=S)NC(=O)c3ccco3)cc2)nc(OC)n1	11	-12	0.0
CCOC(=O)COc1cc(OCC(=O)OCC)c2c(=O)cc(-c3ccccc3)oc2c1	7	-23	-0.9
O=C(O)c1ccc(NS(=O)(=O)c2cc(C(=O)O)ccc2Br)cc1	10	14	-1.5
O=C(NC(Cc1ccccc1)C(=O)O)OCC1c2ccccc2-c2ccccc21 (stereo not given)	13	-6	-0.9
COC(C(=O)NCc1ccc(C)cc1)c1ccccc1 (stereo not given)	10	-17	0.3
CC(=O)NC(=S)Nc1ccc(N2CCOCC2)c(S(=O)(=O)Nc2cc(Cl)ccc2Cl)c1	9	4	0.0
Cc1cccc(N2CCN(C(=O)c3ccc4nc[nH]c4c3)CC2)c1C	2	2	0.9
CC(SCc1ccccc1)C(=O)Nc1ccccc1Br (stereo not given)	9	-41	-1.8
COC(=O)[C@@]12CCCCN1[C@H](c1ccc(-c3ccc(Cl)c(Cl)c3)cc1)[C@H]1C(=O)N(C)C(=O)[C@H]12	4	-25	0.3
CCOc1c2ccc(C(=O)NCc3ccc4c(c3)OCO4)cc2nn1CC	10	-1	0.3
CC(O)(C#CCN1CCCCC1)c1ccccc1 (stereo not given)	6	-12	-1.8
CCN(CC(=O)NC(C)(C)C)C(=O)c1ccc(Br)cc1	21	-8	-0.5
CNC[C@H]1Oc2c(NS(=O)(=O)c3ccc(OC)cc3)cccc2C(=O)N([C@H](C)CO)C[C@H]1C	5	11	-0.4
COc1cc(OC)cc(-c2c(C#Cc3ccsc3)c3cc(-c4ccc5[nH]ccc5c4)ccc3n2C)c1	5	13	-1.2
Cc1c(NC(=O)c2ccc(NS(=O)(=O)c3ccccc3)cc2)c(=O)n(-c2ccccc2)n1C	8	0	-2.9
Cc1nc2sc3c(c2c(=O)n1NC(=O)CCl)CCCC3	9	-14	0.0
CCCNC(=S)N1CCN(c2nc(-c3cccc(OC)c3)cs2)CC1	33	-22	-0.9
Cc1c(N=NC2=C(O)CC(C)(C)CC2=O)c(=O)n(-c2ccccc2)n1C	5	-14	-2.5
Clc1ccc(C2=CSC3=NCCN23)c(Cl)c1	3	-17	0.8
COc1ccc(C=C(C(C)=O)C(C)=O)cc1OC	17	-21	-1.9
Cc1cc(=O)n2nc(N3CCC(C(=O)N4CCN(Cc5ccccc5)CC4)CC3)sc2n1	16	-11	-0.3
